High-throughput results: PubChem BioAssay, several laboratories
F-actin modifier = modifiers of cytoskeleton assembly | HUVEC TNFa F-actin phalloidin imaging, high content | inhibition, % at 2 µM | 0.18% of 91,000 active;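 active means inhibition above the batch mean plus 3 SD and confirmed as a hit by visual image inspection, cut at about 30% in these data, passing the limit was not always enough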; further: strong numbers were not always called active
LYP act = increases human PTPN22 phosphatase activity; Q9Y2R2; recombinant LYP, DiFMUP fluorescence; 0 = plate median, 100 = signal doubled; activation, % at 2 µM; 0.11% of 96,000 active; AID 697;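 active means activation at 2 µM above a set limit, the mean plus 5 SD, cut at about 37% in these data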
Pyk2 oligo antag = antagonists of human Pyk2 oligomerization. Q14289. Q293 cells, Pyk2 FERM NanoBiT luminescence; active compounds read low. z-score (the deposit names both 25 µM and 10 µM). 0.83% of 99,000 active;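 active means Z-score of -3 or lower, scaled per plate to the spread of control and sample wells; inactive means z-score above -3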;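 further: negative z-score means lost luminescence so less FERM oligomerization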
Target sequence (Q14289 whole entry, looked up): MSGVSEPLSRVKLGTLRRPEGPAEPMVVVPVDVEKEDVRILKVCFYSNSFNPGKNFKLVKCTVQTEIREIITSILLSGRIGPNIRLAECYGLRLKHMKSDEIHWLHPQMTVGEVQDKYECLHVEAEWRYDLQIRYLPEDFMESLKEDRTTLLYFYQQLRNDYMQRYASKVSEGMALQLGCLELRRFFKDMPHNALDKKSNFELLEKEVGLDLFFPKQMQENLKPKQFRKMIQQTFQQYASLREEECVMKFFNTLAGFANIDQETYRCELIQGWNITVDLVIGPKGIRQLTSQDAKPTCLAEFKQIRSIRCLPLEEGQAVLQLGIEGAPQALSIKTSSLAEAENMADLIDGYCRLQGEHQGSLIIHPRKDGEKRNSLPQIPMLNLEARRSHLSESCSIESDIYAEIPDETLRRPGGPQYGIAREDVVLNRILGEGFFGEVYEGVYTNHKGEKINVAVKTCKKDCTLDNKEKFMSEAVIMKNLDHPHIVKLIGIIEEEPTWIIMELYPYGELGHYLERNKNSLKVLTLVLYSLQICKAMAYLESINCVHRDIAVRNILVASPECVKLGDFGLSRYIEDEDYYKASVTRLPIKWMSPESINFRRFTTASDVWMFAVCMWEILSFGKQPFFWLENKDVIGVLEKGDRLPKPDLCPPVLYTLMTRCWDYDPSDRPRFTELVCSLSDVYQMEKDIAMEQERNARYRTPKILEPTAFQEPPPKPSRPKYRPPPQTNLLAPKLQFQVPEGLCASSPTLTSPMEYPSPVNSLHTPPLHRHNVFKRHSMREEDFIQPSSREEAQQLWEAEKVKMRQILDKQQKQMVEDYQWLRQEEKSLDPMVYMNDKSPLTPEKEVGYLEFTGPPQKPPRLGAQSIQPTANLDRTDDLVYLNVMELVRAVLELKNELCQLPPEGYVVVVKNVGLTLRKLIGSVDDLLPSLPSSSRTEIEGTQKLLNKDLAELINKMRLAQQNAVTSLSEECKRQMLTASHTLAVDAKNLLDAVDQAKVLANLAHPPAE
HUVEC tox IL1B = HUVEC cytotoxicity counter-screen, IL-1B stimulated | HUVEC cell count loss, Hoechst imaging | cell count reduction, % at 2 µM | 0.41% of 94,000 active | AID 845;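 active means cell count reduction more than 3 SD above the screen-wide mean, cut at about 70% in these data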;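 further: normalized per plate to untreated control cells as the no-loss baseline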
LYP inh 2 = inhibitors of human LYP (PTPN22) phosphatase; recombinant LYP catalytic domain, DiFMUP fluorescence; inhibition, % at 2 µM; Q9Y2R2; 0.21% of 96,000 active;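 active means inhibition at 2 µM at or above a set limit, the screen mean plus 3 SD, cut at about 24% in these data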;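 further: 0% = DMSO with enzyme and 100% = enzyme fully blocked by orthovanadate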
ERa coact inh = blocks coactivator binding to human estrogen receptor alpha. TR-FRET ER-alpha LBD / SRC-1 peptide, estradiol-bound. inhibition, % at 25.6 µM. 1.7% of 86,000 active. AID 629; in the data active means inhibition above about 50%;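 further: 0% = receptor plus peptide control and 100% = peptide only without receptor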
FAK blocker = FAK (human) kinase inhibition. biochemical FAK kinase activity assay. inhibition, %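 (tested at 7 µM)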. 0.84% of 97,000 active. AID 727; in the data active means inhibition above about 19%;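 further: 0% = DMSO and 100% = reference compound high control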
HUVEC tox TNFa = HUVEC cytotoxicity counter-screen, TNF alpha stimulated | 0.17% of 93,000 active | HUVEC TNFalpha-stimulated, Hoechst cell count, imaging | cell count reduction, % at 2 µM | AID 848;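 active means cell count reduction exceeding the screen mean by over 5 SD, scaled to untreated wells per plate, cut at about 78% in these data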;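 further: cells counted after 24 h of TNF alpha exposure following the 1 h pretreatment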
VCAM1 TNFa inh = reduces TNF alpha induced VCAM1 expression in HUVEC; 0.48% of 95,000 active; HUVEC TNFa-induced VCAM-1 immunofluorescence, high-content imaging; inhibition, % at 2 µM; AID 802;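 active means inhibition above the batch mean plus 3 SD, with images confirmed as a hit by eye, cut at about 37% in these data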;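 further: 0% = TNF-stimulated DMSO wells and 100% = unstimulated control wells; not every result past the cut was called active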
The depositor's hits bear a star; [ ] = dose if it differs, or a comment.

`O=C1CC(N2CCCN(C3CC(=O)N(c4ccc(F)cc4)C3=O)CC2)C(=O)N1c1ccc(F)cc1` (configuration not stated) gave F-actin modifier -4, LYP act 11, Pyk2 oligo antag 0.09, HUVEC tox IL1B -9, LYP inh 2 -13, ERa coact inh -16, FAK blocker -1, HUVEC tox TNFa -2 and VCAM1 TNFa inh 9.
Cc1occc1-c1n[nH]c(=S)n1CC(C)C was read as F-actin modifier 15, LYP act -1, Pyk2 oligo antag 0.31, HUVEC tox IL1B -14, LYP inh 2 0, ERa coact inh -4[fluorescence artefact?], FAK blocker 0, HUVEC tox TNFa -32 and VCAM1 TNFa inh 8.
Screening Cc1ccccc1-n1nc(C)c2cc(C(=O)N3CCN(S(=O)(=O)c4ccc(Cl)cc4)CC3)sc21 returned F-actin modifier 11, LYP act -2, Pyk2 oligo antag -0.27, HUVEC tox IL1B -12, LYP inh 2 5, ERa coact inh 0, FAK blocker 2, HUVEC tox TNFa -7 and VCAM1 TNFa inh 6.
CC(C)CNS(=O)(=O)c1ccc(CCC(=O)Nc2ccc3c(c2)OCCO3)cc1 was read as F-actin modifier -5, LYP act 0, Pyk2 oligo antag -0.2, HUVEC tox IL1B -23, LYP inh 2 -1, FAK blocker -4, HUVEC tox TNFa -37 and VCAM1 TNFa inh -32.
`NS(=O)(=O)c1ccc(S(=O)(=O)N2CCCC2)cc1` gave LYP act -7, Pyk2 oligo antag 0.15, HUVEC tox IL1B 13, LYP inh 2 3, ERa coact inh -6, FAK blocker -3, HUVEC tox TNFa -6 and VCAM1 TNFa inh -5.
CCn1nc(CCC(=O)O)c2ccccc2c1=O was read as F-actin modifier 6, LYP act -5, Pyk2 oligo antag 0.77, HUVEC tox IL1B -2, LYP inh 2 2, ERa coact inh -7, FAK blocker -2, HUVEC tox TNFa -8 and VCAM1 TNFa inh 0.
CCOC(=O)C(C)Sc1ncnc2nc[nH]c12 (configuration not stated) was read as F-actin modifier -13, LYP act 2, Pyk2 oligo antag 1.4, HUVEC tox IL1B -6, LYP inh 2 1, FAK blocker 0, HUVEC tox TNFa -4 and VCAM1 TNFa inh 5.
CCCC(=O)Nc1cc(OC)c(NC(=O)NC2CCCCC2)cc1OC was read as F-actin modifier 34, LYP act -4, Pyk2 oligo antag 0.47, HUVEC tox IL1B 6, LYP inh 2 1, ERa coact inh 4[fluorescence artefact?], FAK blocker 3, HUVEC tox TNFa -15 and VCAM1 TNFa inh -2.
CC(NC(=O)Cn1nc(-c2ccccc2)c2ccccc2c1=O)c1ccccc1 (configuration not stated) was read as F-actin modifier -5, LYP act 4, Pyk2 oligo antag 0.12, HUVEC tox IL1B -6, LYP inh 2 -2, ERa coact inh -5, FAK blocker 3, HUVEC tox TNFa -14 and VCAM1 TNFa inh 3.
CN(c1ccccc1C(=O)Nc1ccccc1C(=O)NCc1ccco1)S(C)(=O)=O was read as F-actin modifier 7, LYP act -13, Pyk2 oligo antag 0.48, HUVEC tox IL1B -37, LYP inh 2 6, ERa coact inh 13, FAK blocker 1, HUVEC tox TNFa -19 and VCAM1 TNFa inh -3.
`COc1ccc(NC(=O)C2CCN(S(=O)(=O)c3c(C)noc3C)CC2)cc1Cl` gave LYP act 0, Pyk2 oligo antag 0.53, HUVEC tox IL1B 0, LYP inh 2 3, ERa coact inh 9[fluorescence artefact?], FAK blocker -1, HUVEC tox TNFa -30 and VCAM1 TNFa inh -9.
`CCn1c(CCNC(=O)c2cccs2)nnc1SCC(=O)Nc1cccc(Cl)c1` gave F-actin modifier 21, LYP act 29, Pyk2 oligo antag -0.91, HUVEC tox IL1B -2, LYP inh 2 -34, ERa coact inh -1, FAK blocker -2, HUVEC tox TNFa -50 and VCAM1 TNFa inh 3.
Cc1c(C#N)c(N=CN(C)C)c(C(=O)c2ccccc2)n1-c1ccc(Br)cc1 was read as F-actin modifier 0, LYP act -3, Pyk2 oligo antag 0.19, LYP inh 2 4, ERa coact inh 14, FAK blocker 1, HUVEC tox TNFa -11 and VCAM1 TNFa inh 8.
CSC1CCCCC1(O)CSc1nc2ccccc2o1 (configuration not stated) was read as F-actin modifier -30, LYP act -8, Pyk2 oligo antag -0.33, HUVEC tox IL1B -23, LYP inh 2 12, ERa coact inh 0, FAK blocker 2, HUVEC tox TNFa -13 and VCAM1 TNFa inh 6.
Screening Cc1ccc(C2NC(=O)c3c(sc4c3CCN(C)C4)N2)s1 (configuration not stated) returned F-actin modifier 12, LYP act 5, Pyk2 oligo antag -0.95, LYP inh 2 -9, ERa coact inh 54*[fluorescence artefact?], FAK blocker 1, HUVEC tox TNFa -16 and VCAM1 TNFa inh 18.
Cc1cc(C(=O)Nc2c(C)nn(Cc3ccc(F)cc3)c2C)on1 was read as F-actin modifier -12, LYP act -2, HUVEC tox IL1B -4, LYP inh 2 -1, ERa coact inh 0, FAK blocker -3, HUVEC tox TNFa -28 and VCAM1 TNFa inh 5.
`CCOc1ccccc1CN1CCN(S(C)(=O)=O)CC1` gave LYP act 12, Pyk2 oligo antag 0.6, HUVEC tox IL1B -84, LYP inh 2 -13, ERa coact inh -7, FAK blocker -4, HUVEC tox TNFa -24 and VCAM1 TNFa inh -2.
Screening Cc1cc(C)c(C#N)c(SCCS(=O)(=O)Cc2ccccc2)n1 returned F-actin modifier 2, LYP act 3, Pyk2 oligo antag -0.95, HUVEC tox IL1B 16, LYP inh 2 1, ERa coact inh 14[fluorescence artefact?], FAK blocker -1, HUVEC tox TNFa -31 and VCAM1 TNFa inh -6.
Screening COc1ccc(C(=O)CSc2nnc(Cn3cnc4ccccc43)o2)cc1 returned F-actin modifier -20, LYP act 8, Pyk2 oligo antag -0.41, HUVEC tox IL1B 20, LYP inh 2 -11, ERa coact inh 19, FAK blocker 0, HUVEC tox TNFa 12 and VCAM1 TNFa inh 11.
`CC1=C(C)C(=O)N(CCC(=O)O)C1=O` gave F-actin modifier 5, LYP act 8, Pyk2 oligo antag -0.22, HUVEC tox IL1B -14, LYP inh 2 -11, ERa coact inh -5, FAK blocker -3, HUVEC tox TNFa -4 and VCAM1 TNFa inh -1.

2 compounds picked at random from the list so far:
Cc1c(C#N)c(N=CN(C)C)c(C(=O)c2ccccc2)n1-c1ccc(Br)cc1 was read as F-actin modifier 0, LYP act -3, Pyk2 oligo antag 0.19, LYP inh 2 4, ERa coact inh 14, FAK blocker 1, HUVEC tox TNFa -11 and VCAM1 TNFa inh 8.
`CCOc1ccccc1CN1CCN(S(C)(=O)=O)CC1` gave LYP act 12, Pyk2 oligo antag 0.6, HUVEC tox IL1B -84, LYP inh 2 -13, ERa coact inh -7, FAK blocker -4, HUVEC tox TNFa -24 and VCAM1 TNFa inh -2.

Following part:
Screening CCCCCN(C(=O)NC(=O)NCCCC)S(C)(=O)=O returned F-actin modifier -3, LYP act -9, Pyk2 oligo antag 0.75, HUVEC tox IL1B -5, LYP inh 2 10, ERa coact inh -1, FAK blocker -1, HUVEC tox TNFa 2 and VCAM1 TNFa inh 9.
Screening Nc1cc(N)nc(SCc2cccnc2)n1 returned F-actin modifier -3, LYP act 2, Pyk2 oligo antag 0.55, HUVEC tox IL1B -28, LYP inh 2 -1, ERa coact inh -4, FAK blocker 3, HUVEC tox TNFa -10 and VCAM1 TNFa inh 21.
Screening O=C(CN1C(=O)C2CC=C(Cl)CC2C1=O)Nc1ccc(C(=O)O)cc1 (configuration not stated) returned F-actin modifier 7, LYP act 5, Pyk2 oligo antag 0.49, HUVEC tox IL1B -38, LYP inh 2 -9, ERa coact inh -3[fluorescence artefact?], FAK blocker 3, HUVEC tox TNFa -3 and VCAM1 TNFa inh -2.
O=C(Nc1nnc(CCc2ccccc2)s1)c1ccco1 was read as LYP act 9, Pyk2 oligo antag -0.02, HUVEC tox IL1B -31, LYP inh 2 -10, ERa coact inh 3[fluorescence artefact?], FAK blocker -3, HUVEC tox TNFa -12 and VCAM1 TNFa inh -3.
For Clc1cccc(Cl)c1NC1=NCCC1 the results were F-actin modifier 3, LYP act -2, Pyk2 oligo antag 0.01, HUVEC tox IL1B -23, LYP inh 2 3, ERa coact inh -2, FAK blocker -3, HUVEC tox TNFa -13 and VCAM1 TNFa inh -4.
O=S(=O)(/N=C(/Nc1cccc2ccccc12)c1ccccc1)c1cccs1 was read as F-actin modifier 18, LYP act 7, Pyk2 oligo antag -0.83, HUVEC tox IL1B 14, LYP inh 2 -2, FAK blocker 8, HUVEC tox TNFa 0 and VCAM1 TNFa inh 4.
Screening Cc1ccc2cc(CCNC(=O)c3c(-c4ccccc4Cl)noc3C)c(=O)[nH]c2c1 returned F-actin modifier -11, LYP act -4, HUVEC tox IL1B -12, LYP inh 2 0, ERa coact inh -7, FAK blocker -5, HUVEC tox TNFa -17 and VCAM1 TNFa inh 15.
CC1CCN(C(=O)CSc2nnc(-c3cccnc3)n2C2CCCCC2)CC1 was read as F-actin modifier 0, LYP act 2, Pyk2 oligo antag -0.49, HUVEC tox IL1B 17, LYP inh 2 1, ERa coact inh -5, FAK blocker -4, HUVEC tox TNFa 7 and VCAM1 TNFa inh 24.
`O=C(NC1CCCCC1)C(c1ccc(Cl)cc1)N(C(=O)c1cnccn1)c1ccc2c(c1)OCO2` (configuration not stated) gave F-actin modifier 4, LYP act 9, Pyk2 oligo antag -2.4, HUVEC tox IL1B -7, LYP inh 2 -13, ERa coact inh 15, FAK blocker 1, HUVEC tox TNFa -28 and VCAM1 TNFa inh 39.
For O=C(CSc1nc(-c2cccs2)cc(C(F)(F)F)n1)NCCCn1ccnc1 the results were LYP act 10, Pyk2 oligo antag 2.9, HUVEC tox IL1B -73, LYP inh 2 -10, ERa coact inh -16 and FAK blocker 0.
Screening Cc1cc(=O)[nH]c(SCC(=O)O)c1C#N returned LYP act -3, Pyk2 oligo antag 0.12, HUVEC tox IL1B 0, LYP inh 2 5, ERa coact inh -11, FAK blocker -4, HUVEC tox TNFa -23 and VCAM1 TNFa inh 8.
Screening Cc1c(CCO)c(=O)n(C)n1C(=O)c1ccc(F)cc1 returned F-actin modifier -12, LYP act 10, Pyk2 oligo antag 1.2, HUVEC tox IL1B -10, LYP inh 2 -7, FAK blocker -3, HUVEC tox TNFa -29 and VCAM1 TNFa inh -3.
O=C(NCCOc1cccc(Cl)c1Cl)c1cc(-n2cnnc2)ccc1Cl was read as F-actin modifier -8, LYP act 1, Pyk2 oligo antag 0.25, HUVEC tox IL1B 10, LYP inh 2 3, FAK blocker 2, HUVEC tox TNFa -16 and VCAM1 TNFa inh 13.

Gathered by group: the entries above with a thiophene ring, fused or not.
Screening Cc1ccccc1-n1nc(C)c2cc(C(=O)N3CCN(S(=O)(=O)c4ccc(Cl)cc4)CC3)sc21 returned F-actin modifier 11, LYP act -2, Pyk2 oligo antag -0.27, HUVEC tox IL1B -12, LYP inh 2 5, ERa coact inh 0, FAK blocker 2, HUVEC tox TNFa -7 and VCAM1 TNFa inh 6.
`CCn1c(CCNC(=O)c2cccs2)nnc1SCC(=O)Nc1cccc(Cl)c1` gave F-actin modifier 21, LYP act 29, Pyk2 oligo antag -0.91, HUVEC tox IL1B -2, LYP inh 2 -34, ERa coact inh -1, FAK blocker -2, HUVEC tox TNFa -50 and VCAM1 TNFa inh 3.
Screening Cc1ccc(C2NC(=O)c3c(sc4c3CCN(C)C4)N2)s1 (configuration not stated) returned F-actin modifier 12, LYP act 5, Pyk2 oligo antag -0.95, LYP inh 2 -9, ERa coact inh 54*[fluorescence artefact?], FAK blocker 1, HUVEC tox TNFa -16 and VCAM1 TNFa inh 18.
O=S(=O)(/N=C(/Nc1cccc2ccccc12)c1ccccc1)c1cccs1 was read as F-actin modifier 18, LYP act 7, Pyk2 oligo antag -0.83, HUVEC tox IL1B 14, LYP inh 2 -2, FAK blocker 8, HUVEC tox TNFa 0 and VCAM1 TNFa inh 4.
For O=C(CSc1nc(-c2cccs2)cc(C(F)(F)F)n1)NCCCn1ccnc1 the results were LYP act 10, Pyk2 oligo antag 2.9, HUVEC tox IL1B -73, LYP inh 2 -10, ERa coact inh -16 and FAK blocker 0.

Random draw from the library; any-hit rate near 3.8%.
